Screening results from PubChem BioAssay.
HT1080 IDH1KD tx: toxicity to HT-1080 IDH1 knockdown cells (counter line); hit rate 2% among 360,000; Potency, µM (highest dose often 46.1 µM), inactives show at the top dose activity, negative = toxicity, actives largely listed as cytotoxic; HT-1080 IDH1 knockdown viability, ATP luminescence, 48 h; AID 686971;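 also: 0% = DMSO wells and -100% = cell-free medium wells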
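Using the IDH1-knockdown HT-1080 line run in the same batch and compound series as the NT line, viability after 48 h at 37 °C was determined by CellTiter-Glo luminescence and expressed as % activity.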
HT1080NT lethal: kills 2HG-producing HT-1080-NT fibrosarcoma cells | HT-1080-NT fibrosarcoma viability, CellTiter-Glo ATP luminescence, 48 h | Potency, µM (highest dose often 46.1 µM), without a hit: at the highest dose activity, negative = less viability, actives largely listed as cytotoxic | hit rate 1.6% among 360,000;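 also: NT is the 2HG producing partner of a matched IDH1 knockdown line; 0% = DMSO-treated cells and -100% = media-only wells without cells; nearly all actives have a fitted effect of over 55% in size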
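Fibrosarcoma NT cells, 750 per well in 5% FBS RPMI, were exposed to compound for 48 hours. Viability: CellTiter-Glo luminescence.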
SW480 rerep: DNA re-replication induction in SW480 cells. SW480 DNA re-replication, Hoechst DNA content imaging, 48 h. hit rate 1.8% among 340,000. Potency, µM (highest dose often 46.1 µM), for the others: at the top dose re-replication activation, usual class: activators; also: % of control where 0% means no effect; nearly all actives have a fitted effect of over 55% in size
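Compounds, transferred as 23 nL by pin tool, were incubated with cells for 48 hr; DNA content per nucleus was then quantified by Hoechst staining and fluorescence plate imaging.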
TDP43 rescue: inhibitors of TDP-43 toxicity in yeast; TDP-43 expressing yeast growth rescue, BacTiter-Glo, 24 h; Potency, µM (top dose mostly 46.1 µM), for the others: top-dose growth rescue (activation), hits mostly activators; hit rate 1.8% among 410,000; also: % of control where 0% means no effect; nearly all actives have a fitted effect of over 50% in size
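In this qHTS, compounds that restore growth of yeast expressing TDP-43 appear as activators. Cells (OD600=0.02, galactose medium, raffinose-pregrown) are incubated with compound 24 hr at 30 deg C and growth is quantified by BacTiter-Glo.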
KB-3-1 cytotox: KB-3-1 parental cell cytotoxicity | AID 1347075 | KB-3-1 viability, CellTiter-Glo ATP luminescence, 72 h | hit rate 1.4% among 400,000 | Potency, µM (titrated, usually from 46.1 µM), inactives show top-dose activity change, negative = cytotoxic, actives largely listed as cytotoxic; also: % is scaled to controls: 0 for no effect and ±100 for the full control effect; nearly all actives have a fitted effect of over 60% in size
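Screening of KB-3-1 cells (DMEM, 10% FBS, phenol-red free) ran from lowest to highest compound concentration; after 72 h at 37 °C viability was read luminescently and curves fitted.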
KB-V1 cytotox: KB-V1 MDR subline cytotoxicity. KB-V1 MDR cells viability, CellTiter-Glo, 72 h. Potency, µM (highest dose often 46.1 µM), inactives show at the highest dose activity change, negative = cytotoxicity, usual class: cytotoxic. hit rate 3.4% among 400,000. AID 1347076; also: % is scaled to controls: 0 for no effect and ±100 for the full control effect; nearly all actives have a fitted effect of over 60% in size
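Cells of the MDR subline KB-V1 are plated, dosed with compound at multiple concentrations, and incubated 72 h at 37 degrees C; CellTiter-Glo is then added and luminescence read after 10 min.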
GLP1R ag: GLP-1 receptor (human) agonism. P43220. HEK293 GLP-1R CRE-luciferase, luminescence, 4-6 h; cells express a hypersensitive GLP-1R form. Potency, µM (doses to about 45.6 µM), inactives show top-dose activation, actives largely listed as activators. hit rate 0.007% among 380,000. AID 624172; also: % of control where 0% means no effect
Target sequence (P43220 whole entry, looked up): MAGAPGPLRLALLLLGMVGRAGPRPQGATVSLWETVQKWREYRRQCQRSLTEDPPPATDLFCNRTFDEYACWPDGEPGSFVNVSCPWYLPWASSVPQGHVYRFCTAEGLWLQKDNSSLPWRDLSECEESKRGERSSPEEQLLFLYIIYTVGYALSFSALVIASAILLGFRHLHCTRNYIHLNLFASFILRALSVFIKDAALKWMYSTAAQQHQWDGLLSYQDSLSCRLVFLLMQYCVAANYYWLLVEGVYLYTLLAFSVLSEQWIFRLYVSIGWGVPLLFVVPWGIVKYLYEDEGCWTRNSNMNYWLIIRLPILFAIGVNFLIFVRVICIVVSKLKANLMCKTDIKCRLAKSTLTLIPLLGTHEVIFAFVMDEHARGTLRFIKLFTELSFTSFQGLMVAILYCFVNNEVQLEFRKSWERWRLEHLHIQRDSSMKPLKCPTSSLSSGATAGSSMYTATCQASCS
GLP-1R inv ag: acts as inverse agonist at human GLP-1 receptor | Potency, µM (titrated, usually from 38.3 µM), for the others: top-dose activity change, negative = inhibition, actives largely listed as inhibitors | HEK293 GLP-1R CRE-luciferase, luminescence, 24 h; GLP-1R form is constitutively active | hit rate 1.6% among 410,000 | P43220; also: % is scaled to controls: 0 for no effect and ±100 for the full control effect; nearly all actives have a fitted effect of over 55% in size
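HEK293 cells stably co-expressing constitutively active GLP-1R and a cAMP-responsive luciferase reporter were seeded in DMEM with 10% Nu serum, given compounds after 12 h, and incubated 24 h at 37 deg C. Luminescence was then read.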
HEK293 tox: cytotoxicity in counter-screen for GLP-1R inverse agonists | HEK293 cAMP-luciferase reporter cells, luminescence, 24 h | Potency, µM (highest dose often 38.3 µM), without a hit: top-dose activity change, negative = inhibition, hits mostly inhibitors | hit rate 0.13% among 410,000 | AID 624418;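 also: loss of luciferase light is scored as toxicity; % is scaled to controls: 0 for no effect and ±100 for the full control effect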
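Cells in DMEM/10% Nu serum/1% pen-strep, 1536-well format. Pre-incubated 12 h, dosed with 23 nL compound, incubated a further 24 h. Luciferase detection, 12 min at room temp, luminescence.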
* marks the source's active call; other numbers are inactive results; ? = inconclusive; . = not tested or not shown; & = joins results of further samples; [ ] = remark or other dose. Calls follow the shape of the dose curve; as a rule, active = well fitted curve in the direction sought with a large enough effect; inconclusive = small, poorly fitted or top-dose-only effect, or another doubt; inactive = no such curve, though single readings can be large; an effect the other way counts as inactive or inconclusive. Potency is read from the fitted curve at half-maximal effect. An excerpt (hit frequency here may not be typical).

Letters: A = HT1080 IDH1KD tx; B = HT1080NT lethal; C = SW480 rerep; D = TDP43 rescue; E = KB-3-1 cytotox; F = KB-V1 cytotox; G = GLP1R ag; H = GLP-1R inv ag; I = HEK293 tox
compound: CCNCCNc1ccc([N+](=O)[O-])c2cccnc12
  A: -22% | B: -30% | C: -8% | D: -13%[1.82 µM] | E: -9% | F: -15% | G: -1% | H: -11% | I: -24%
compound: CCCC(CCC)C(=O)OC[N+](C)(C)CCOC(=O)C(O)(c1ccccc1)C1CCCC1 (stereo unspecified)
  A: 1% | B: 4% | C: -3% | D: 14% | E: 8% | F: 16% | G: -5% | H: -18% | I: -12%
compound: O=C(O)C1C2CC3CC(C2)CC1(n1ncc(N2CCC4(CC2)OCCO4)c(Cl)c1=O)C3 (stereo unspecified)
  A: 20% | B: 27% | C: 26% | D: -25% | E: 2% | F: 15% | G: 0% | H: 52%[activator] | I: -5%
compound: CN1CCN(Cc2ccc(N)cc2)CC1
  A: 6% | B: 7% | C: -27% | D: 21% | E: 6% | F: 13% | G: -4% | H: -20% | I: -12%
compound: COc1ccc(C(c2nnnn2-c2c(C)cccc2C)N2CCC(n3c(=O)[nH]c4ccccc43)CC2)cc1 (stereo unspecified)
  A: ? | B: ? | C: . | D: ? | E: ? | F: ? | G: -7% | H: ? | I: -29%
compound: COC(=O)C1=C(c2ccc(Cl)c(C(F)(F)F)c2)C[C@@H]2CC[C@H]1N2C(=O)NCCO
  A: 25% | B: 5% | C: -4% | D: -1% | E: -6% | F: 20% | G: -2% | H: 17% | I: -7%
compound: CCCCn1c(O)c(C(C)=NCc2ccc3c(c2)OCO3)c(=O)[nH]c1=O
  A: -1% | B: -2% | C: 0% | D: -15% | E: -1% | F: ? | G: 6% | H: 12% | I: 5%
compound: CCOc1cc(CNC(C)(C)CO)cc(Br)c1OCc1ccc(Cl)cc1Cl
  A: 10µM* | B: 11µM* | C: 28% | D: -18% | E: 0% | F: ? | G: -16% | H: 5µM* | I: ?
compound: Cc1ccc(NN=C2C(=O)OC(C)(C)OC2=O)c(C)c1
  A: 25% | B: 18% | C: ? | D: 13% | E: 4% | F: ? | G: 1% | H: 4% | I: -25%
compound: O=Nc1c(O)c2ccccc2c2ccccc12
  A: 2.9µM* | B: 6.5µM* | C: 1.8µM* | D: ? | E: 4.6µM* | F: 16µM* | G: -8% | H: ? | I: ?
compound: CC(=O)NCC(=O)Nc1ccc(Br)cc1C(=O)c1ccccc1
  A: -1% | B: 0% | C: 10% | D: 10% | E: 16% | F: -23% | G: 6% | H: 5% | I: ?
compound: N[C@@H]1C[C@H]1c1ccccc1
  A: -4% | B: -12% | C: ? | D: 16% | E: 0% | F: -2% | G: 11% | H: 6% | I: 1%
compound: Cc1nn(C)c(C)c1P(=S)(c1c(C)nn(C)c1C)N(C)C
  A: -2% | B: 7% | C: 6% | D: -20% | E: 22% | F: -5% | G: -7% | H: 5% | I: 3%
compound: O=Cc1cn(Cc2ccc(F)cc2Cl)c2ccccc12
  A: -23% | B: -17% | C: 4% | D: ? | E: -21% | F: ? | G: 4% | H: 10µM* | I: 16%
compound: CCc1ccccc1NC(=O)CNCc1ccccc1
  A: 11% | B: -8% | C: -2% | D: 0% | E: -4% | F: -16% | G: 4% | H: ? | I: -5%

Going on with the list:
Each structure is followed by: HT1080 IDH1KD tx, HT1080NT lethal, SW480 rerep, TDP43 rescue, KB-3-1 cytotox, KB-V1 cytotox, GLP1R ag, GLP-1R inv ag, HEK293 tox
CCOc1ccccc1-n1c(O)c(C=Nc2ccc(N(CC)CC)cc2)c(=O)[nH]c1=O
 : ?, ?, ?, -12%, 16µM*, ?, 8%, -30%, ?
O=c1c(O)c(-c2ccc(O)c(O)c2)oc2cc(O)cc(O)c12
 : ?, ?, -5%&5%, 4%, ., ., 0%&-4%, 16%, -6%
CCC(C)C1N=C(c2ccccc2)c2cc(Cl)ccc2N(CC(=O)NCc2ccco2)C1=O (stereo unspecified)
 : -13%, -3%, -14%, -6%, -10%, -14%, -1%, -1%, 1%
NCC(=O)c1ccccc1
 : 3%, 0%, -2%, ?, ?, ?, 7%, 9%, 6%
CC(=O)OC1C2(CC3N4C(=O)C5(CO)SSC4(CC31O)C(=O)N5C)OC(C)C(C)(C)C2=O (stereo unspecified)
 : 0.58µM*, 0.65µM*, 0.46µM*, ?, ?, 2.3µM*, -18%, ?, ?
CCS(=O)(=O)N1CCN(C2CCC(C)CC2)CC1 (stereo unspecified)
 : 0%, -14%, ?, -18%, -2%, -19%, -2%, -16%, -1%
CC(C)(C)NC(=O)CN1CCCN(C(=O)COc2ccc(Cl)c3ccccc23)CC1
 : 4%, 0%, 0%, 0%, -6%, -1%, 4%, ?, -23%
CCc1ccc(NC(=S)NC2CCN(Cc3ccccc3)CC2)cc1
 : -19%, -27%, ., 8%, ?, ?, 0%, ?, ?
CN(C)CCN=Cc1c(O)n(CCC2=CCCCC2)c(=O)[nH]c1=O
 : -6%, 16%, -4%, -10%, -1%, -8%, 7%, ?, -22%
O=c1c2ccccc2nc(CNCC2CCCO2)n1-c1ccc(F)cc1 (stereo unspecified)
 : 6%, 3%, -6%, -6%[1.82 µM], 3%, ?, 13%, 24%, -1%

Nothing new here: an excerpt of the list.
Each structure is followed by: HT1080 IDH1KD tx, HT1080NT lethal, SW480 rerep, TDP43 rescue, KB-3-1 cytotox, KB-V1 cytotox, GLP1R ag, GLP-1R inv ag, HEK293 tox
CCNCCNc1ccc([N+](=O)[O-])c2cccnc12
 : -22%, -30%, -8%, -13%[1.82 µM], -9%, -15%, -1%, -11%, -24%
CCCC(CCC)C(=O)OC[N+](C)(C)CCOC(=O)C(O)(c1ccccc1)C1CCCC1 (stereo unspecified)
 : 1%, 4%, -3%, 14%, 8%, 16%, -5%, -18%, -12%
O=C(O)C1C2CC3CC(C2)CC1(n1ncc(N2CCC4(CC2)OCCO4)c(Cl)c1=O)C3 (stereo unspecified)
 : 20%, 27%, 26%, -25%, 2%, 15%, 0%, 52%[activator], -5%
CN1CCN(Cc2ccc(N)cc2)CC1
 : 6%, 7%, -27%, 21%, 6%, 13%, -4%, -20%, -12%
COc1ccc(C(c2nnnn2-c2c(C)cccc2C)N2CCC(n3c(=O)[nH]c4ccccc43)CC2)cc1 (stereo unspecified)
 : ?, ?, ., ?, ?, ?, -7%, ?, -29%
COC(=O)C1=C(c2ccc(Cl)c(C(F)(F)F)c2)C[C@@H]2CC[C@H]1N2C(=O)NCCO
 : 25%, 5%, -4%, -1%, -6%, 20%, -2%, 17%, -7%
CCCCn1c(O)c(C(C)=NCc2ccc3c(c2)OCO3)c(=O)[nH]c1=O
 : -1%, -2%, 0%, -15%, -1%, ?, 6%, 12%, 5%
CCOc1cc(CNC(C)(C)CO)cc(Br)c1OCc1ccc(Cl)cc1Cl
 : 10µM*, 11µM*, 28%, -18%, 0%, ?, -16%, 5µM*, ?
Cc1ccc(NN=C2C(=O)OC(C)(C)OC2=O)c(C)c1
 : 25%, 18%, ?, 13%, 4%, ?, 1%, 4%, -25%
O=Nc1c(O)c2ccccc2c2ccccc12
 : 2.9µM*, 6.5µM*, 1.8µM*, ?, 4.6µM*, 16µM*, -8%, ?, ?

Going on with the list.
Each structure is followed by: HT1080 IDH1KD tx, HT1080NT lethal, SW480 rerep, TDP43 rescue, KB-3-1 cytotox, KB-V1 cytotox, GLP1R ag, GLP-1R inv ag, HEK293 tox
CC(C(=O)c1ccc(Cl)cc1Cl)n1cncn1 (stereo unspecified)
 : 8%, 21%, -7%, 15%, -1%, 20%, 1%, 7%, 2%
Cc1ccsc1C(=O)C1CCCN(Cc2ccn[nH]2)C1 (stereo unspecified)
 : -1%, -6%, 0%, -4%, 17%, -13%, 10%, -4%, -13%
COc1ccc(NC(=O)c2cn(CCC#N)nc2-c2ccccc2)cc1
 : 6%, 16%, -1%, 11%, -6%, 4%, -3%, -6%, -4%
COc1ccc(NC(=O)c2ccc(NC(=O)c3nc4nccc(C)n4n3)cc2)cc1
 : -8%, -8%[9.24 µM], 5%, 3%, 8%, ?, 3%, 6%, 5%
Cc1ccc(C(=O)NC(O)C(Cl)(Cl)Cl)cc1 (stereo unspecified)
 : 5%, 4%, -4%, 13%, 4%, 30%, 5%, 9%, -8%
CCC(C)n1c(O)c(C=Nc2cccc(C(F)(F)F)c2)c(=O)[nH]c1=S (stereo unspecified)
 : -2%, 1%, -2%, 5%, 3%, 58%, 7%, ?, -19%
O=[N+]([O-])c1ccc(C(=Nc2ccccc2)N2CC2)cc1
 : -1%, 0%, 4%, -4%, ., ., 6%, 0%, -14%
COC(=O)C1=C(c2ccc(S(C)(=O)=O)cc2)C[C@@H]2CC[C@H]1N2C(=O)NCCO
 : 2%, 11%, -53%[inhibitor], 3%, 13%, 11%, -5%, -1%, -26%
Cc1cccc(NC(=O)COC(=O)c2cc(C)n(C3CC3)c2C)c1
 : -1%, 2%, 2%, 35µM*, -6%, -4%, 15%, -28%, 7%
Cn1c(O)c(C=NCCc2c[nH]c3ccccc23)c(=O)n(C)c1=O
 : -3%, -1%, -1%, 2%, 2%, ?, 1%, 11%, -19%
N#CC1=C(N)NC(SCC(=O)c2ccccc2)=C(C#N)C12CCCC2
 : -1%, 0%, -3%, 13%, 7%, ?, 11%, 10%, 26%
CC(C(=O)c1c[nH]c2ccccc12)N1CCOCC1 (stereo unspecified)
 : -1%, -2%, ?, 0%, -1%, -14%, -3%, 2%, 10%
N#CC(C(=O)C12CC3CC(CC(C3)C1)C2)c1nc2ccccc2[nH]1 (stereo unspecified)
 : -9%, -1%, ?, 18%, ?, ?, -3%, 1.1µM*, -10%
Cn1cc(C(=O)N2CCC3(CC2)OCCO3)c2c3ccccc3n(C)c2c1=O
 : -11%, 14%, -7%, -9%, 0%, -6%, 7%, 0%, 3%
CC1c2ccccc2-n2nncc2CN1C (stereo unspecified)
 : 10%, 14%, -6%, 9%, 0%, 0%, -2%, 5%, 1%
N#CC1=C(N)C2=CCCC[C@H]2[C@H](c2ccccc2)C1(C#N)C#N
 : ?, ?, 4%, 0%, -23%, ?, -38%[inhibitor], 4.5µM*, 85%[activator]
